# IDE cell inh: inhibitors of human insulin-degrading enzyme in cells; P14735; HEK cells, FAbetaB cleavage, fluorescence polarization; inhibition, % at 5.59 µM; 0.41% of 320,000 active; AID 434962;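 active = percent inhibition above the average of all tested compounds plus 3 SD, set per screening campaign, cut at about 16% in these data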;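 also: IDE supplied by intact live HEK cells; FP after avidin binding of uncleaved biotin substrate so inhibition keeps polarization high; 0% = DMSO wells and 100% = 60 µM reference IDE inhibitor Ii1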
# GPR7 antag: human neuropeptides B/W receptor 1 antagonism; inhibition, % at 4.4 µM; 1.1% of 290,000 active; P48145; AID 1861; GPR7-expressing cells, fluorescence antagonist assay; in the data active = inhibition above about 16%, passing the limit was not always enough;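 also: cells stimulated with the agonist NPW; 0% = agonist with vehicle and 100% = vehicle without agonist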
# Target sequence (P48145 whole entry, looked up): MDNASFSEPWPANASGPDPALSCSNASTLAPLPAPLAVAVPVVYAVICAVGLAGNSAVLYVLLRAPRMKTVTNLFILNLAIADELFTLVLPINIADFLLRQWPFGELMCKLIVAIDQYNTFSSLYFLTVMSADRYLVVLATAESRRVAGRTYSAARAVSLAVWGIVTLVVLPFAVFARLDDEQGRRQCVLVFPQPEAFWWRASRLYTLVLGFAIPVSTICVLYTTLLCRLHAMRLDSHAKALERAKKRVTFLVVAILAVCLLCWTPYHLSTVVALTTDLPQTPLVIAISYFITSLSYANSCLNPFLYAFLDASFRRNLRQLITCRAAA
# NALP1 yeast inh: inhibitors of NALP1 inflammasome in yeast. S. cerevisiae NALP1/ASC/caspase-1 growth, X-gal OD620, 72 h. inhibition, % at 10 µM. 0.61% of 280,000 active; in the data active = inhibition mostly above about 24%, no sharp cut-off; inactive = mostly below about 32%; also: some compounds called inactive have numbers as strong as hits
# PHOSPHO1 block: blocks human PHOSPHO1 phosphatase activity; recombinant PHOSPHO1, absorbance phosphatase assay; inhibition, % at 13.3 µM; 1.1% of 290,000 active; AID 1565; in the data active = inhibition above about 60%
# Target sequence (Q8TCT1 whole entry, looked up): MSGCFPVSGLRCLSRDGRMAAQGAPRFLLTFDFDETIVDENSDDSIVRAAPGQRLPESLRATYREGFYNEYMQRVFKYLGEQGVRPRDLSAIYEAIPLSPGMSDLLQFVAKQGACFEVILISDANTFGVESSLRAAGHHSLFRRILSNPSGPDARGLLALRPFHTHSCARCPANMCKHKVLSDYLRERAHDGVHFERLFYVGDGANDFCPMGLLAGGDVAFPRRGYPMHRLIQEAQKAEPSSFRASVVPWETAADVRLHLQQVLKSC
# VIM-2 inhibitor: inhibitors of Pseudomonas aeruginosa VIM-2 metallo-beta-lactamase. purified VIM-2, nitrocefin hydrolysis, epi-absorbance fluorescence. inhibition, % at 5.6 µM. 0.89% of 290,000 active;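 active = inhibition above the mean of all tested compounds plus 3 SD, cutoff set per screening run, cut at about 7.5% in these data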;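 also: red hydrolysis product quenches plate fluorescence so inhibitors raise well fluorescence; 0% = enzyme with DMSO and 100% = DMSO without enzyme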
# IDE cell activ: activators of human insulin-degrading enzyme in cells. P14735. HEK cells, FAbeta-B cleavage, fluorescence polarization; 0% vehicle, 100% cell-free pure enzyme wells. activation, % at 5.96 µM. 0.073% of 340,000 active;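 active = activation above the mean of all tested compounds plus 3 SD, set per screening campaign, cut at about 17% in these data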
# IMP-1 inh: inhibitors of Pseudomonas aeruginosa IMP-1 metallo-beta-lactamase. inhibition, % at 5.6 µM. purified IMP-1, nitrocefin hydrolysis, epi-absorbance fluorescence. 0.45% of 290,000 active;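 active = inhibition above the mean plus 3 SD of all compounds in the same screening run, cut at about 4.5% in these data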;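 also: 0% = IMP-1 with DMSO and 100% = DMSO wells lacking enzyme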
#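 System: purified recombinant IMP-1 beta-lactamase. Medium: Zinc- and detergent-supplemented HEPES buffer, pH 7.1. Compound: one 5.6 µM dose […]. Schedule: 15 min preincubation plus 25 min reaction at 25 °C. Technique: Epi-absorbance fluorescence, 480 nm excitation, 530 nm emission.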
# pCIP destab: compounds decreasing mouse p/CIP protein stability; decrease of EGFP signal, % at 10 µM; Q05BA5; AID 1984; F442A p/CIP-EGFP cells, EGFP fluorescence, 16 h; 0.01% of 290,000 active;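 active = EGFP signal decrease of at least 30% at 10 µM or well 3 SD below plate mean, unless failing retest; inactive = the rest, including hits failing retest or dose response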; also: some compounds called inactive have numbers as strong as hits; many of its hits are not listed in these tables
# PfM18AAP inh: PfM18AAP enzyme inhibition; AID 1822; 1.2% of 290,000 active; recombinant PfM18AAP, H-Glu-NHMec fluorogenic cleavage; inhibition, % at 7.35 µM;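 active = inhibition above the campaign mean inhibition over all tested compounds plus 3 SD, cut at about 28% in these data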;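 also: 0% = plate median of test compound wells and 100% = 2 mM ZnCl2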
# * = called active by the depositor; x = not tested or not shown. Compounds as they come. Share with any hit: about 5.3%.
IDE cell inh,GPR7 antag,NALP1 yeast inh,PHOSPHO1 block,VIM-2 inhibitor,IDE cell activ,IMP-1 inh,pCIP destab,PfM18AAP inh,SMILES
9,-6,-10,14,1.1,-4,-2.0,-10,9,Cc1cccn2c(=O)c3cc(C(=O)NCc4cccnc4)c(=N)n(CC4CCCO4)c3nc12 (centres undefined)
-4,-7,9,37,-0.2,0,2.1,10,-11,CCCN(CCC)CC(C)(C)NS(=O)(=O)c1ccc(Cl)cc1
2,-13,13,4,0.0,-1,-3.7,-3,2,CC(C)CC(=O)Nc1ccc(-c2nc3ccccc3c(=O)o2)cc1
1,-1,-6,24,-4.5,3,-2.4,6,-1,CCN(CC)S(=O)(=O)c1ccc(N2CCOCC2)c(NC(=O)c2cccc(C#N)c2)c1
8,-4,12,-16,-4.1,3,-4.2,-4,4,COc1ccc(N2CC(C(=O)Nc3nnc(SCC(=O)N4CCOCC4)s3)CC2=O)cc1 (centres undefined)
-1,-6,10,-24,-5.9,6,-3.0,2,7,Nc1nc(-c2ccc3ccccc3c2)c(C2(O)C(=O)Nc3c(Br)cc(F)cc32)s1 (centres undefined)
-8,4,24,3,-2.8,22*,-3.3,5,0,Cc1ccc(C)c(N2CCN(C(=S)Nc3ccc4nc(N5CCN(C)CC5)cc(C)c4c3)CC2)c1
8,-14,x,3,-2.8,10,-4.7,-2,-2,O=C(O)/C=C/C(=O)Nc1ccc(Cc2ccc(NC(=O)/C=C/C(=O)O)cc2)cc1
2,-7,14,-1,-3.0,-2,-4.4,-12,-2,Cc1cc(NS(=O)(=O)c2ccc(N3C(=O)C4C5C=CC(C5)C4C3=O)cc2)nc(C)n1 (centres undefined)
-4,-10,7,14,2.5,0,-2.3,-6,7,COc1cccc(-c2cc(C(=O)NCCCn3ccnc3)c3ccccc3n2)c1
-1,0,14,-27,-2.2,2,-2.5,-6,4,COc1ccc(OCCSc2ncccn2)cc1
9,-10,2,32,-2.4,3,-2.0,-18,4,CCCCOC(=O)N1CCOCCOCCOCC1
3,0,8,16,-3.1,-1,-2.6,-1,6,Cc1ccc(S(=O)(=O)NCC(=O)OCc2nnc(-c3ccccc3)o2)cc1C
5,4,x,18,0.3,0,-1.0,0,5,COc1ccc(-c2cc(CCCC(=O)NCCc3ccccc3)no2)cc1
6,-11,31,-8,0.1,6,-1.0,-4,-11,COc1ccc([N+](=O)[O-])cc1NC(=O)/C=C/C(=O)O
-2,-5,20,21,-3.1,4,-2.7,-2,-6,O=C(CNC(=O)c1nc[nH]c1C(=O)NCC(=O)OCc1ccccc1)OCc1ccccc1
7,-7,23,10,-0.8,2,-2.1,-3,-2,O=C(CSc1nnnn1Cc1ccccc1)NCCc1ccccc1
2,5,37,-7,-0.1,5,-0.5,1,9,CC/C(CC(C)(C)c1ccccc1)=N\O
-2,-17,x,x,-1.8,4,-2.1,-2,-5,CCOc1ccc(N(CC(=O)N2CCN(Cc3ccccc3)CC2)S(C)(=O)=O)cc1
4,7,13,-1,2.2,0,-2.5,-4,-11,Cc1cc2c3ccccc3ncn2n1
-1,-8,-3,19,-0.2,1,-2.3,-13,-7,CCOc1ccc(N(CC)C(=O)Cc2c(C(=O)O)n(C)c3ccccc23)cc1
0,-10,29,-17,0.2,7,-1.3,-8,-16,CCc1ccc(OCC(=O)NC(NC(=S)Nc2ccc(Cl)cc2)C(Cl)(Cl)Cl)cc1 (centres undefined)
7,-15,-4,29,-1.1,-1,-1.6,-2,-13,COC(=O)c1c(NC(=O)c2ccc(C)cc2)csc1C
-1,5,19,28,1.9,1,0.8,14,-1,O=C(O)c1ccc(CNCc2cccc(OCc3ccc(F)cc3)c2)cc1
9,-6,x,x,-1.4,0,-1.8,x,-1,COc1ccc(C(=O)N(Cc2ccco2)Cc2cc3cc(C)ccc3[nH]c2=O)cc1OC
7,-1,14,40,1.4,-7,-0.9,14,-15,Cc1ccc(C(=O)N2CCc3ccccc32)cc1NC(=O)c1ccco1
4,-1,18,11,-0.3,-10,-2.0,2,-1,CCn1cc(C(=O)N2CCN(c3ccccn3)CC2)c2cc(OC)c(OC)cc2c1=O
2,-11,-1,32,-2.6,2,-1.4,-6,-1,O=C(O)CS(=O)(=O)CC(=O)O
-2,1,13,17,-3.2,6,-3.0,13,4,Cc1ccc(/C=N/NC(=O)Cn2cnc3ccccc32)o1
-1,-11,5,27,-3.7,-4,-2.8,-8,5,COC(=O)c1scc(C)c1NC(=O)c1cccc(C#N)c1

# Some of these compounds in order of length of the SMILES, high to low:
IDE cell inh,GPR7 antag,NALP1 yeast inh,PHOSPHO1 block,VIM-2 inhibitor,IDE cell activ,IMP-1 inh,pCIP destab,PfM18AAP inh,SMILES
9,-6,x,x,-1.4,0,-1.8,x,-1,COc1ccc(C(=O)N(Cc2ccco2)Cc2cc3cc(C)ccc3[nH]c2=O)cc1OC
-2,-17,x,x,-1.8,4,-2.1,-2,-5,CCOc1ccc(N(CC(=O)N2CCN(Cc3ccccc3)CC2)S(C)(=O)=O)cc1
-1,-8,-3,19,-0.2,1,-2.3,-13,-7,CCOc1ccc(N(CC)C(=O)Cc2c(C(=O)O)n(C)c3ccccc23)cc1
-1,5,19,28,1.9,1,0.8,14,-1,O=C(O)c1ccc(CNCc2cccc(OCc3ccc(F)cc3)c2)cc1
-1,-11,5,27,-3.7,-4,-2.8,-8,5,COC(=O)c1scc(C)c1NC(=O)c1cccc(C#N)c1
-2,1,13,17,-3.2,6,-3.0,13,4,Cc1ccc(/C=N/NC(=O)Cn2cnc3ccccc32)o1
7,-15,-4,29,-1.1,-1,-1.6,-2,-13,COC(=O)c1c(NC(=O)c2ccc(C)cc2)csc1C
2,5,37,-7,-0.1,5,-0.5,1,9,CC/C(CC(C)(C)c1ccccc1)=N\O
2,-11,-1,32,-2.6,2,-1.4,-6,-1,O=C(O)CS(=O)(=O)CC(=O)O
4,7,13,-1,2.2,0,-2.5,-4,-11,Cc1cc2c3ccccc3ncn2n1

# (continued)
IDE cell inh,GPR7 antag,NALP1 yeast inh,PHOSPHO1 block,VIM-2 inhibitor,IDE cell activ,IMP-1 inh,pCIP destab,PfM18AAP inh,SMILES
0,-5,-8,32,-3.0,4,-2.6,-4,4,Cc1cc(C)n2nc(SCC(=O)Nc3ccc(O)cc3)nc2n1
-2,-3,23,-5,-1.2,0,-3.1,2,7,Cc1ccccc1Cn1ccc(NC(=O)c2onc(C)c2Cl)n1
0,-13,1,36,-3.0,-1,-3.4,4,1,CC(C)(C)c1ccc(C(=O)Cn2cnnc2C#N)cc1
6,-12,-14,32,-1.6,4,-4.1,-23,-5,CC(C)Sc1sc(C(=O)O)c(-c2ccc(Cl)cc2)c1C#N
0,-14,-44,-4,-3.9,-1,-2.6,3,-2,O=C(/C=C/c1ccccc1[N+](=O)[O-])OCC(=O)c1ccccc1
-1,-11,6,-8,-1.4,-1,-1.1,-1,11,O=C(COC(=O)CCc1nc2ccccc2s1)NC(=O)NCc1ccco1
3,0,0,39,-3.0,3,-2.7,-14,2,O=S(=O)(Nc1ccc(N2CCOCC2)cc1)c1ccc(F)cc1
0,-1,8,9,-4.8,4,-3.8,-8,-8,COc1cccc(NC(=O)CN(C)C(=O)c2ccc3ccccc3c2)c1
0,-17,-7,-14,0.9,0,-4.7,2,-2,O=C(Oc1cncc(Cl)c1)c1ccco1
1,-5,-12,2,-1.7,5,-4.3,-2,2,CCC(C)Sc1nnc(Cc2cc(=O)[nH]c(=O)[nH]2)n1-c1ccc(OC)cc1 (centres undefined)
3,-7,6,1,0.1,4,-0.6,7,-8,O=C(CSC(=S)N1CCCCC1)Nc1ncc2c(n1)CCCC2=O
-6,10,7,-8,-0.9,0,-0.7,2,9,CCOC(=O)CSc1nc2ccc(NC(C)=O)cc2s1
3,-2,6,14,-3.4,-1,-1.7,0,10,CS(=O)(=O)N1CCN(c2nc(-c3ccccc3)cs2)CC1
8,-3,16,32,9.5*,5,-3.3,-13,-10,CCC(=O)N1N=C(c2ccc(Cl)cc2)CC1c1ccco1 (centres undefined)
0,3,0,29,-3.0,4,-1.6,-1,1,CS(=O)(=O)N(CC(=O)N1CCC(C(N)=O)CC1)C1CCCCC1
-2,-9,6,-19,-1.8,2,-3.6,0,9,Cc1occc1C(=O)Nc1cccc2ccccc12
-3,8,14,3,-0.4,-2,-0.8,8,-4,CC(=O)c1ccccc1NC(=O)COC(=O)/C(=C/c1ccccc1)n1nnnc1C
-3,-9,x,0,-1.2,-2,-2.8,-4,9,Cc1cc2ncn(N)c2cc1C
6,-6,1,-26,0.2,4,-2.2,12,0,COc1ccc(C(C)=O)cc1CSc1nnc(-c2ccncc2)n1C
44*,13,-9,63*,0.0,-27,0.0,-28,8,COc1cccc(C2=CC(c3ccc(N(C)C)cc3)n3nnnc3N2)c1 (centres undefined)
8,-12,-3,-32,-3.6,2,-4.8,-2,13,COc1ccc(-n2c(=O)c3c4c(sc3n3c(=S)[nH]nc23)CCC4)cc1
8,6,x,42,3.3,x,-1.1,-8,7,CN1CCc2c(sc(NC(=O)c3ccc(S(=O)(=O)N4CCc5ccccc54)cc3)c2C(N)=O)C1
2,-5,-4,33,-2.0,0,-1.3,-5,0,COc1ccc(C(=O)OCC2CC(c3ccccc3)N(C)O2)cc1 (centres undefined)
8,7,-3,53,-2.2,-6,-5.0,-7,5,COc1ccccc1Nc1nn2c(=O)c3ccc(C(=O)N4CCCCC4)cc3nc2s1
1,-3,37,55,8.8*,-4,-2.4,-10,6,CCCc1[nH][nH]c(=O)c1C(c1ccc(Br)cc1)C(C#N)C#N (centres undefined)
2,13,19,31,-2.1,1,-1.2,-18,-5,Cc1cccc(CC(Cc2nc3ccccc3[nH]2)c2nc3ccccc3[nH]2)c1 (centres undefined)
2,6,32,-2,-0.2,4,0.9,-5,27,O=C(CCC(=O)Nc1ccccc1)NNC(=O)COc1ccccc1
-4,-8,0,-20,-2.5,-2,1.6,-9,5,Cn1c(=O)c2ncn(CC(=O)Nc3cc(C(F)(F)F)ccc3N3CCOCC3)c2n(C)c1=O
0,-15,17,14,-2.9,2,-4.9,-4,-3,CCOC(=O)CN1C(=O)C(C)(C)Oc2ccc(C(=O)Nc3ccccc3OC)cc21
3,-1,20,-5,0.1,5,-1.4,-4,3,CCOC(=O)CC(NC(=O)c1cc2cc(Cl)cc(Cl)c2oc1=O)c1cccc([N+](=O)[O-])c1 (centres undefined)
-2,-7,14,-9,-2.2,-7,-3.0,1,4,C=CCN=C1NN=C(c2cc(C)n(CC=C)c2C)CS1
